EPAC2 antagonist = qHTS for Antagonist of cAMP-regulated guanine nucleotide exchange factor 2 (EPAC2): primary screen. EPAC2 GEF exchange of Rap1B-BODIPY-GDP, fluorescence. 0.18% of 360,000 active. Rap guanine nucleotide exchange factor 4 (Homo sapiens), Q8WZA2. Potency, µM (doses to about 114 µM), without a hit: at the highest dose activity, negative = inhibition, hits mostly inhibitors; also: % is scaled to controls: 0 for no effect and ±100 for the full control effect; nearly all actives have a fitted effect of over 45% in size; many of its hits are not listed in these tables
EPAC1 agonist = qHTS for Agonist of cAMP-regulated guanine nucleotide exchange factor 3 (EPAC1): primary screen. EPAC1 agonist qHTS, biochemical assay; response scale: 100% = response to 6.5 mM cAMP. Rap guanine nucleotide exchange factor 3 (Homo sapiens), O95398. 0.073% of 360,000 active. Potency, µM (titrated, usually from 154 µM), without a hit: top-dose activation, usual class: activators; also: nearly all actives have a fitted effect of over 60% in size
Target sequence (O95398 whole entry, looked up): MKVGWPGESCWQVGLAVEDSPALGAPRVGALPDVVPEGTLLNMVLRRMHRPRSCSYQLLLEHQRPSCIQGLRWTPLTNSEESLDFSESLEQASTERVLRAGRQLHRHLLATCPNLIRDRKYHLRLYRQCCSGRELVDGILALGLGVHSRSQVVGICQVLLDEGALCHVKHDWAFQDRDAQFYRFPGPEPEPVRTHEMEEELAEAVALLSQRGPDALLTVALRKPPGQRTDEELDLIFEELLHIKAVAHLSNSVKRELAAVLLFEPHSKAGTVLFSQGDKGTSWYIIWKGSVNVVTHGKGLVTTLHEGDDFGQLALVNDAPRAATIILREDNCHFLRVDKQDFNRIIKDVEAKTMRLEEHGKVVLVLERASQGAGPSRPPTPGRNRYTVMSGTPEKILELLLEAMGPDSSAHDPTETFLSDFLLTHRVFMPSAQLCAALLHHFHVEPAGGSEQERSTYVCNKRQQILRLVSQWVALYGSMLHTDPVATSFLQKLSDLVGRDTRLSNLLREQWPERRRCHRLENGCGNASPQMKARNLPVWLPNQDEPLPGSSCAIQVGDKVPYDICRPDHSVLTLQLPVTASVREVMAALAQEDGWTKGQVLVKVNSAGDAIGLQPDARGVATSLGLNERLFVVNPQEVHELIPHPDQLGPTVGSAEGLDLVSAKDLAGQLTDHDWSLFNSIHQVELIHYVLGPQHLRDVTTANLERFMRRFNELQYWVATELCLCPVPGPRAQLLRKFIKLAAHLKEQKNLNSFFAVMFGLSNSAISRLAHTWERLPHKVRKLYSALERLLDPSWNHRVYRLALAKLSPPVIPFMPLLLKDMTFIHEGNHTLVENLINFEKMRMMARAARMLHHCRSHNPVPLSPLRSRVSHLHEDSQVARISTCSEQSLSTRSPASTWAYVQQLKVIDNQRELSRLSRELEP
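Fluorescent GDP-exchange assay: 100 nM EPAC1 with 250 nM Rap1B preloaded with BODIPY-GDP and 50 uM GDP; compounds tested as concentration series, 5 min at room temperature, then read every 5 min for 30 min (ex 480/em 540 nm); normalized to 6.5 mM cAMP.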
PTHR1 ag = qHTS for PTHR1 Agonists: Primary Screen. Parathyroid hormone/parathyroid hormone-related peptide receptor (Homo sapiens), Q03431. AID 743266, 2014. HEK293 GP2 PTHR1 cells, GloSensor cAMP luminescence, 1 h. Potency, µM (doses to about 115 µM), for the others: at the highest dose activation, actives largely listed as activators. 0.075% of 410,000 active; also: nearly all actives have a fitted effect of over 55% in size; some results filed as inactive show a strong effect at the top dose; inactives centre near -15; many of its hits are not listed in these tables
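HEK-293-derived GP2 cells expressing PTHR1 and a GloSensor cAMP reporter, 3,000/well, plated overnight, given luciferin plus IBMX (each 0.5 mM as added) for 1 h at 37 °C, then compound for 1 h at 37 °C. Luminescence was read after 15 min at room temperature.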
aSyn rescue = qHTS of alpha-syn Inhibitors; Yeast expressing alpha-synuclein, growth rescue, BacTiter-Glo, 24 h; Potency, µM (series often up to 46.1 µM), without a hit: at the highest dose growth rescue (activation), usual class: activators; 0.14% of 370,000 active; also: % of control where 0% means no effect; nearly all actives have a fitted effect of over 65% in size
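Readout is rescue of growth in alpha-synuclein-expressing yeast, so inhibitors of toxicity appear as activators. Growth after 24 hr at 30 deg C in galactose medium is quantified by luminescence.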
FUS suppressor = qHTS for Suppressors of FUS Proteinopathy: Primary screen using FUS-linked yeast assay. S. cerevisiae FUS-expressing, growth rescue, OD600, 24 h. Potency, µM (top dose mostly 76.6 µM), without a hit: at the top dose growth rescue (activation), usual class: activators. 0.24% of 390,000 active;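 also: plate controls were DMSO vehicle for no effect and reference control for full effect; nearly all actives have a fitted effect of over 55% in size; some results filed as inactive show a strong effect at the top dose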
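S. cerevisiae expressing FUS from galactose induction served as the toxicity model. Growth after 24hr at 30C, read as absorbance at 600 nm, indicates suppression of toxicity; compounds dosed at several concentrations.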
TDP-43 yeast inh = qHTS of TDP-43 Inhibitors. 1.8% of 410,000 active. Potency, µM (top dose mostly 46.1 µM), inactives show at the highest dose growth rescue (activation), actives largely listed as activators. TDP-43 expressing yeast growth rescue, BacTiter-Glo, 24 h. AID 652104, 2013; also: % of control where 0% means no effect; nearly all actives have a fitted effect of over 50% in size
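Cell-based yeast growth screen: TDP-43 expression induced in galactose, inoculum OD600=0.02 after raffinose pregrowth to mid-log. Read-out BacTiter-Glo luminescence at 24 hr, 30 deg C; inhibition of toxicity seen as signal increase.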
EPAC1 antag = qHTS for Antagonist of cAMP-regulated guanine nucleotide exchange factor 3 (EPAC1): primary screen; EPAC1 GEF assay, Rap1b-BODIPY-GDP exchange fluorescence; Potency, µM (titrated, usually from 115 µM), for the others: at the top dose activity change, negative = inhibition, actives largely listed as inhibitors; 0.14% of 360,000 active; AID 720709, 2013; Rap guanine nucleotide exchange factor 3 (Homo sapiens), O95398;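 also: plate controls were vehicle for no effect and positive control for full effect; nearly all actives have a fitted effect of over 50% in size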
EPAC2 agonist = qHTS for Agonist of cAMP-regulated guanine nucleotide exchange factor 4 (EPAC2): primary screen; Rap guanine nucleotide exchange factor 4 (Homo sapiens), Q8WZA2; EPAC2 activation, biochemical qHTS; response scale: 100% = 6.5 mM cAMP response; Potency, µM (top dose mostly 154 µM), inactives show top-dose activation, actives largely listed as activators; 0.079% of 360,000 active; also: nearly all actives have a fitted effect of over 50% in size
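Guanine nucleotide exchange by EPAC2 is measured as reduced fluorescence of BODIPY-GDP once it is released from 250 nM Rap1B. Plates are read kinetically for 30 min at room temperature; results are scaled to 6.5 mM cAMP.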
* marks the source's active call; other numbers are inactive results; i = inactive; ? = inconclusive; nt = no result given; [ ] = another dose, or the depositor's remark. Calls follow the shape of the dose curve; as a rule, active = well fitted curve in the direction sought with a large enough effect; inconclusive = small, poorly fitted or top-dose-only effect, or another doubt; inactive = no such curve, though single readings can be large; an effect the other way counts as inactive or inconclusive. Potency is read from the fitted curve at half-maximal effect.

SMILES	EPAC2 antagonist	EPAC1 agonist	PTHR1 ag	aSyn rescue	FUS suppressor	TDP-43 yeast inh	EPAC1 antag	EPAC2 agonist
CC(C)(C)c1ccc2c(c1)N(CC(=O)N1CCOCC1)C(=O)CO2	5.5%	-2.3%	i	-0.3%	nt	17.2%	7.7%	-3.3%
COc1cc(/C=C/c2cccc[n+]2C)ccc1OCC(=O)Nc1cccc(Cl)c1	18.8%	-3.5%	-15.1%	-8.1%	23.4%	-24.9%	-9.2%	11.5%
C=CCn1c(CCNC(=O)c2cccs2)nnc1SCC(=O)c1ccc(Cl)cc1	-2.9%	5.5%	-6.0%	9.7%	33.5%	1.3%	-3.4%	6.8%
O=C(COC(=O)Cc1ccccc1F)Nc1ccccc1[N+](=O)[O-]	-4.8%	7.9%	i	6.3%	5.3%	13.5%	-16.5%	14.5%
CCOC(=O)C1(C)CCCN(C(=O)c2ccc3c(c2)OCO3)C1 (centres undefined)	-0.5%	-3.0%	i	9.0%	-21.1%	6.0%	7.9%	1.4%
Cc1[nH]c(=O)[nH]c(=O)c1S(=O)(=O)Nc1cccc([N+](=O)[O-])c1C	1.1%	-6.8%	i	6.3%	1.3%	-11.3%	-9.0%	-3.6%
O=C(Nc1ccc(Cl)c(C(F)(F)F)c1)C1Cc2c(-c3ccccc3)ccnc2O1 (centres undefined)	11.3%	-12.1%	4.9%	?	31.5%	31.6µM*	-14.7%	1.3%
CCOC(=O)c1[nH]c2ccccc2c1NC(=O)NC1CCCCC1	-1.3%	0.2%	i	4.8%	10.8%	-8.7%	-1.2%	-9.9%
C/C(=N\N1CCN(c2ccccc2)CC1)c1cccs1	3.8%	-0.1%	i	0.3%	?	-2.7%	4.7%	-7.4%
COc1ccc(C(CNC(=O)c2ccc(C)c(S(=O)(=O)N3CCOCC3)c2)N2CCCC2)cc1 (centres undefined)	5.1%	0.8%	i	-5.5%	2.0%	1.7%	-11.8%	1.6%
CCN1c2ccccc2N(C)C1(C)c1ccccc1 (centres undefined)	1.5%	-1.1%	-67.1%[inhibitor]	-6.8%	?	-48.0%[inhibitor]	28.5%	12.8%
CC1C(=O)N2CCCc3cc(NC(=O)C(=O)NCc4ccccn4)cc1c32 (centres undefined)	2.9%	8.7%	i	-2.5%	8.1%	6.0%	6.4%	18.2%
COc1ccccc1CCNC(=O)c1cccc(S(=O)(=O)N2CCc3ccccc3C2)c1	-3.8%	10.4%	-24.7%	-11.7%	-8.3%	0.6%	-28.0%	12.7%
O=C(COC(=O)CNC(=O)c1ccccc1)Nc1ccc(S(=O)(=O)N2CCOCC2)cc1	-1.2%	5.2%	i	2.1%	5.2%	-7.1%	-5.2%	7.5%
CCCCOCCCNC(=O)Cc1ccccc1OC	2.7%	-9.8%	i	2.2%	-3.8%	-12.9%	4.8%	-0.7%
O=C(CNS(=O)(=O)c1ccccc1)NCC(=O)OCc1ccccc1F	20.6%	-2.1%	-19.1%	4.9%	nt	0.0%	-8.9%	0.8%
Cc1ccc(S(=O)(=O)N2[C@H](CC(=O)c3ccc(Cl)c(Cl)c3)OC[C@@H]2C(C)C)cc1	-11.9%	5.7%	-28.9%	0.3%	?	-4.2%	-8.6%	10.5%
CCc1nc(SCc2ccc(Cl)cc2)n[nH]1	-8.6%	0.8%	i	3.4%	-0.3%	12.6µM*	-2.7%	5.3%
COc1cc(-c2nc3ccccn3c2/N=C/c2cccc(OC)c2O)ccc1O	29.2%	-3.6%	-0.4%	0.2%	6.6%	-7.0%	35.2%[activator]	-3.2%
O=C(NCCCn1ccnc1)c1noc2c1CCCC2	-3.1%	5.3%	-19.4%[57.5 µM]	0.0%	14.1%	-20.3%	-3.1%	8.8%
CS(=O)(=O)Nc1ccc(S(=O)(=O)NCCc2ccccc2)cc1	-1.4%	1.0%	i	6.7%	14.6%	-13.0%	11.8%	5.8%
COC(=O)C1(C)CN(S(=O)(=O)c2ccc(C)cc2)c2cc(OC)ccc2C1=O (centres undefined)	-2.1%	22.2%	-31.4%[inhibitor]	12.5%	nt	-9.7%	-13.6%	17.5%
CCN(C[C@H]1N[C@@](C)(C(=O)OC)[C@H]2C(=O)N(C)C(=O)[C@@H]12)S(=O)(=O)c1ccc(C)cc1	-8.1%	-13.0%	-6.7%	-3.0%	-17.4%	5.5%	3.9%	5.4%
CC(=O)NC(CC(=O)OCC(=O)c1ccc(NC(=O)CC(C)C)cc1)c1ccccc1 (centres undefined)	10.2%	4.2%	i	-4.8%	nt	-11.8%	9.6%	-3.6%
CC(=O)Nc1cccc(/C(C)=N/NC(=S)NC(C)C)c1	-13.7%	-3.6%	-19.2%	-8.3%	-3.3%	-11.4%	-1.2%	2.9%

Next part
SMILES	EPAC2 antagonist	EPAC1 agonist	PTHR1 ag	aSyn rescue	FUS suppressor	TDP-43 yeast inh	EPAC1 antag	EPAC2 agonist
Cc1occc1-c1nnc(SCC(=O)NCc2cccs2)n1CC1CCCO1 (centres undefined)	11.9%	-0.4%	i	12.3%	-9.0%	16.8%	-3.5%	1.3%
COc1cccc(/C=N/n2cnc3ccccc32)c1OC	1.1%	-3.4%	-16.9%	0.2%	15.0%	?	0.8%	-15.9%
O=C(NCC(=O)N(c1cccnc1)C(C(=O)NC1CCCC1)c1ccccc1)c1ccco1 (centres undefined)	0.4%	8.9%	-2.7%	-3.5%	21.9%	-5.6%	-4.8%	12.0%
CC1Cc2ccccc2N1C(=O)CN(C)CC(=O)Nc1ccc(OC(F)(F)F)cc1 (centres undefined)	-28.5%	-13.4%	-66.8%[inhibitor]	-29.2%	22.4%	26.1%	-19.9%	-8.0%
COCCNC(=O)c1nc2ccccc2s1	-14.7%	-0.1%	-7.3%	-6.2%	9.2%	-8.6%	18.9%	-2.5%
CC(C)(CC(=O)O)CC(=O)Nc1cc(C(F)(F)F)cc(C(F)(F)F)c1	-18.9%	-4.3%	i	-6.4%	14.8%	-2.5%	-23.1%	-1.7%
N/C(=N\OC(=O)CCn1cccc(C(F)(F)F)c1=O)c1ccc(OC(F)(F)F)cc1	4.1%	-0.8%	i	-0.4%	20.1%	2.9%	15.2%	5.0%
Cc1cc(Nc2ccc(Br)cc2F)n2nc(C)nc2n1	7.0%	5.3%	-6.0%	13.3%	-16.3%	7.5%	-12.5%	8.9%
COCc1cc(=O)[nH]c(-c2csc(C)n2)n1	3.9%	4.9%	i	0.2%	5.3%	5.1%	-7.2%	2.8%
COc1ccc(OC)c(CN2C(=O)CN(S(C)(=O)=O)CC2(C)C(=O)Nc2c(C)cccc2C)c1 (centres undefined)	0.7%	5.7%	-13.5%	0.7%	10.8%	16.4%	-6.9%	4.1%
CN(Cc1cnn(-c2ccc(F)cc2)c1)C(=O)[C@H]1O[C@@H](n2cnc3c(N)ncnc32)[C@H](O)[C@@H]1O	8.4%	-0.2%	7.3%	-2.7%	-5.2%	-2.4%	?	1.4%
CCN(CC)c1nc2c(s1)C(=O)NCCC2	-0.8%	1.7%	-24.6%[57.5 µM]	-5.3%	-4.8%	-13.7%	6.0%	7.2%
COc1cc(NC(=O)c2cccc(Cl)c2)c(OC)cc1NC(=O)CN1CCCCC1	-13.4%	-2.1%	-6.8%	?	25.4%	17.6%[9.22 µM]	-7.9%	3.9%
CCn1nc(C)c(/C=N/NC(=O)Cn2nnc(N)n2)c1C	7.7%	7.3%	i	-4.2%	-22.6%	5.8%	-27.9%	9.2%
Cc1ccccc1SCC(=O)N1CCN(c2ccc(C(F)(F)F)cn2)CC1	?	3.0%	-37.0%[inhibitor]	26.0%	15.4%	?	?	2.0%
CCOc1ccc(OCCC(=O)OCC(=O)c2c(N)n(C)c(=O)n(C)c2=O)cc1	4.9%	11.8%	i	2.4%	24.4%	4.8%	8.6%	0.4%
O=c1c(-c2ccc3c(c2)OCCO3)coc2cc(OC3OC(CO)C(O)C(O)C3O)ccc12 (centres undefined)	5.6%	-6.5%	-36.0%	-0.9%	-0.6%	-4.1%	3.7%	-6.4%
CN(C(=O)c1cccc(NC(=O)Cc2ccc(NC(=O)C3CCN(C(=O)C4CCCC4)CC3)cc2)c1)C1CCC1	-20.7%	-9.4%	-3.8%	1.5%	?	4.0%	-9.8%	0.3%
OCC[C@@H]1C[C@@H](O)[C@H](O)[C@@]2(Cc3ccccc3O2)O1	-1.4%	6.6%	-10.8%	-10.3%	3.2%	11.3%	5.2%	9.9%
COCCNC(=S)N=Nc1c(O)[nH]c2ccc([N+](=O)[O-])cc12	2.1%	11.7%	-0.1%	1.3%	9.1%	-8.8%	-15.1%	7.2%
Cc1coc2c(C)c3oc(=O)c4c(c3cc12)CCCC4	-1.2%	1.6%	-11.0%[57.5 µM]	6.3%	23.1%	-15.7%	9.2%	10.9%
COc1cc(C(=S)N2CCOCC2)ccc1OC(=O)c1ccc([N+](=O)[O-])cc1[N+](=O)[O-]	-0.8%	16.9%	-43.4%[inhibitor]	2.1%	-11.0%	-2.1%	-0.3%	7.4%
O=C(c1ccc(C(F)(F)F)cc1)N1CCC(=O)N([C@H](COCc2ccccc2)Cc2ccccc2)CC1	-22.0%	-12.8%	i	12.1%	?	9.8%	-20.2%	17.0%

Quoted at random: 3 records from the list.
SMILES	EPAC2 antagonist	EPAC1 agonist	PTHR1 ag	aSyn rescue	FUS suppressor	TDP-43 yeast inh	EPAC1 antag	EPAC2 agonist
COc1ccc(OC)c(CN2C(=O)CN(S(C)(=O)=O)CC2(C)C(=O)Nc2c(C)cccc2C)c1 (centres undefined)	0.7%	5.7%	-13.5%	0.7%	10.8%	16.4%	-6.9%	4.1%
C=CCn1c(CCNC(=O)c2cccs2)nnc1SCC(=O)c1ccc(Cl)cc1	-2.9%	5.5%	-6.0%	9.7%	33.5%	1.3%	-3.4%	6.8%
Cc1occc1-c1nnc(SCC(=O)NCc2cccs2)n1CC1CCCO1 (centres undefined)	11.9%	-0.4%	i	12.3%	-9.0%	16.8%	-3.5%	1.3%

High-throughput results as filed in PubChem BioAssay.

Some of the compounds tested (hit frequency here may not be typical).
